Assay outcomes from PubChem BioAssay.
pPAFAH FP inh: pPAFAH enzyme inhibitors, primary screen, biochemical, fluorescence polarization, human | Platelet-activating factor acetylhydrolase (Homo sapiens), Q13093 | recombinant pPAFAH, FP-rhodamine probe fluorescence polarization | inhibition, % at 3.39 µM | hit rate 1.5% among 330,000 | AID 463082, 2010;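 active means inhibition above the mean inhibition across the screen plus 3 SD, cut at about 25% in these data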;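 further: inhibitors block binding of the rhodamine activity-based probe so polarization drops; 0% = enzyme with DMSO and 100% = wells lacking pPAFAH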
AHR activator: AHR activators, primary screen, cell-based, luminescence, luciferase reporter, human; Aryl hydrocarbon receptor (Homo sapiens), P35869; AHR-responsive luciferase reporter cells; activation, % at 5 µM; hit rate 2.5% among 320,000; AID 2796, 2010; in the data active means activation above about 47%;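 further: 0% = vehicle wells and 100% = reference agonist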
PME-1 primary: PME-1 inhibitors via competitive probe labeling, primary screen, biochemical, fluorescence polarization, FP-Rh probe, HTS | Protein phosphatase methylesterase 1 (Homo sapiens), Q9Y570 | recombinant PME-1 | inhibition, % at 5.9 µM | hit rate 0.53% among 320,000;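 active means inhibition above the campaign mean of all compounds plus 3 SD, cut at about 26% in these data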;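 further: competitive labeling of PME-1 active site by serine hydrolase directed probe; 0% = PME-1 with DMSO and 100% = wells lacking PME-1 enzyme; inhibitors block probe labeling so polarization falls and inhibition rises; many of its hits are not listed in these tables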
Target sequence (Q9Y570 whole entry, looked up): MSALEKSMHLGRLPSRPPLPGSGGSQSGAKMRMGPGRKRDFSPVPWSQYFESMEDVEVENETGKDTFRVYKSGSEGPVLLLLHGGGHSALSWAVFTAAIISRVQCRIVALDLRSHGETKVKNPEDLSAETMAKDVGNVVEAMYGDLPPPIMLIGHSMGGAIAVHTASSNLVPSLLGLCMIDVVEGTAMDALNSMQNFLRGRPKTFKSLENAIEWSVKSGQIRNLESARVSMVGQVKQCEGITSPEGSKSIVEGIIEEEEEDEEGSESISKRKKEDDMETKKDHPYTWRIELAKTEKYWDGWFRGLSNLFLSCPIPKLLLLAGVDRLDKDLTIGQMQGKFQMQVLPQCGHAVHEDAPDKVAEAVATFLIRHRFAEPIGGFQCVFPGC
Fam108B inh: mouse Fam108B serine hydrolase inhibitors, primary screen, counter-screen for RBBP9 inhibitor project, biochemical, fluorescence polarization | inhibition, % at 9.51 µM | AID 1947, 2009 | hit rate 0.33% among 300,000 | recombinant Fam108B, FP-Rh probe fluorescence polarization;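 active means inhibition above the screen mean inhibition plus 3 SD, computed separately per campaign, cut at about 18% in these data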;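 further: inhibitors lower polarization as less probe binds the enzyme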
PAFAH1B2 FP inh: PAFAH1B2 enzyme inhibitors, primary screen, biochemical, fluorescence polarization, human. hit rate 1.2% among 340,000. inhibition, % at 3.39 µM. AID 492953, 2010. recombinant PAFAH1B2, FP-rhodamine activity probe. Platelet-activating factor acetylhydrolase IB subunit alpha2 (Homo sapiens), P68402;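 active means inhibition above the mean of all tested compounds plus 3 SD, cut at about 24% in these data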;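 further: 0% = enzyme with DMSO and 100% = wells lacking PAFAH1B2; many of its hits are not listed in these tables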
MCL1 BIM primary: inhibitors of MCL1 binding to BIM-BH3, primary screen, biochemical, fluorescence polarization | inhibition, % at 10.9 µM | AID 2057, 2009 | GST-MCL1 / FITC-Bim-BH3 fluorescence polarization | Induced myeloid leukemia cell differentiation protein Mcl-1 (Homo sapiens), Q07820 | hit rate 0.68% among 320,000;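 active means inhibition above the mean inhibition of all tested compounds plus 3 SD, set per campaign, cut at about 40% in these data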;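 further: 0% = DMSO wells and 100% = unlabeled Bim-BH3 peptide control; higher means more loss of mP so more displacement of Bim peptide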
Bcl-xL primary: inhibitors of human Bcl-xL, primary screen, biochemical, fluorescence polarization, HTS | inhibition, % at 10.9 µM | GST-Bcl-xL / FITC-Bim BH3 peptide fluorescence polarization | AID 2129, 2009 | hit rate 0.7% among 320,000;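 active means inhibition above the mean of all tested compounds plus 3 SD, cutoff set per campaign, cut at about 30% in these data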;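 further: 0% = DMSO wells and 100% = unlabeled Bim-BH3 peptide competitor; inhibitors lower millipolarization by displacing the labeled peptide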
Target sequence (Q07817 whole entry, looked up): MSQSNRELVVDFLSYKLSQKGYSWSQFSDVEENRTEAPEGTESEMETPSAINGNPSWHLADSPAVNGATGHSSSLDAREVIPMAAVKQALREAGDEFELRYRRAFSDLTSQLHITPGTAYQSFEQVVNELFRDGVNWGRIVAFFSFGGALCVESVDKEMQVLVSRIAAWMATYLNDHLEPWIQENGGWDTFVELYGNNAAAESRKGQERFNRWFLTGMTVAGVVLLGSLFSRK
MEX-5 binding: MEX-5 zinc finger RNA-binding disruptors – biochemical, C. elegans, fluorescence polarization, MLPCN library, primary screen | Zinc finger protein mex-5 (Caenorhabditis elegans), Q9XUB2 | MEX-5/FITC-TCR2 RNA binding; active compounds read low | activity score (negative = inhibition of binding), % at 10 µM | hit rate 0.38% among 300,000 | AID 1832, 2009;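 active means inhibition past about -25% in most replicates, and total fluorescence under double the plate's negative control median, limit read from the data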;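 further: 0% = DMSO and -100% = 5 µM competing unlabeled TCR2 RNA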
Target sequence (Q9XUB2 whole entry, looked up): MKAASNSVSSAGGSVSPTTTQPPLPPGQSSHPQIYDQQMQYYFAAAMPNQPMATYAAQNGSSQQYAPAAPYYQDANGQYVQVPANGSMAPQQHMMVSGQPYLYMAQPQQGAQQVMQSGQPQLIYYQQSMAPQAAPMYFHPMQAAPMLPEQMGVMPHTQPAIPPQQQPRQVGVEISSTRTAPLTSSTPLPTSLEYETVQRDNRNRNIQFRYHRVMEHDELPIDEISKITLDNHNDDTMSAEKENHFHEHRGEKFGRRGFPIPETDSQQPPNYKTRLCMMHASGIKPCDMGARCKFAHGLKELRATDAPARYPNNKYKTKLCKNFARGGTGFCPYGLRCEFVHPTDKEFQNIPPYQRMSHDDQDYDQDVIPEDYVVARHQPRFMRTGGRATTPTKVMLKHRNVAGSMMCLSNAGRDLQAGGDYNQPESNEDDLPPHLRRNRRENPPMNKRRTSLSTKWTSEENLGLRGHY
GLD-1 RNA inh: GLD-1/TGE RNA complex disruptors, primary screen, biochemical, fluorescence polarization | Female germline-specific tumor suppressor gld-1 (Caenorhabditis elegans), Q17339 | purified GLD-1 + fluorescein TGE RNA | inhibition, % at 5.96 µM | hit rate 0.44% among 320,000;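 active means percent inhibition above a per-plate cutoff, the plate mean of test compounds plus 3 SD, cut at about 30% in these data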;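 further: 0% = DMSO wells with GLD-1 and probe and 100% = wells lacking GLD-1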
Starred values were filed as active, the others as inactive.

CC1S/C(=C(\C#N)C(N)=O)N(c2ccc(F)cc2)C1=O (configuration not stated) was read as pPAFAH FP inh -2, AHR activator 97*, PME-1 primary -1, Fam108B inh 5, PAFAH1B2 FP inh -3, MCL1 BIM primary 12, Bcl-xL primary 4, MEX-5 binding 1.4 and GLD-1 RNA inh 2.
C/C(=N\NC(=O)c1ccc(CN2CCOCC2)cc1)c1ccc([N+](=O)[O-])cc1 was read as pPAFAH FP inh 2, AHR activator -2, PME-1 primary -2, Fam108B inh 0, PAFAH1B2 FP inh 0, MCL1 BIM primary -3, Bcl-xL primary 0, MEX-5 binding 0.0 and GLD-1 RNA inh 7.
CCCCCOc1ccc(C(=O)Nc2ccc(S(=O)(=O)Nc3cc(C)on3)cc2)cc1 was read as pPAFAH FP inh 3, AHR activator 1, PME-1 primary 3, Fam108B inh -4, PAFAH1B2 FP inh -5, MCL1 BIM primary 4, Bcl-xL primary 1, MEX-5 binding -0.9 and GLD-1 RNA inh 3.
O=C(Cc1ccccc1)Nc1nnc(-c2ccccc2)o1 was read as pPAFAH FP inh 3, AHR activator 5, PME-1 primary -2, Fam108B inh 5, PAFAH1B2 FP inh 2, MCL1 BIM primary 7, Bcl-xL primary 6, MEX-5 binding -0.5 and GLD-1 RNA inh 2.
`Cn1c(=O)[nH]c(=O)c2c1nc(CN1CCN(c3cccc(Cl)c3)CC1)n2CCN1CCOCC1` gave pPAFAH FP inh -3, AHR activator 0, PME-1 primary -2, Fam108B inh -2, PAFAH1B2 FP inh 5, MCL1 BIM primary 14, Bcl-xL primary 13 and GLD-1 RNA inh 7.
Screening CCCNC(=O)c1ccc(N2CCC3(CC2)CC(c2ccccc2)=NO3)c(NC(=O)c2cccc(OC)c2)c1 returned pPAFAH FP inh -3, AHR activator 6, PME-1 primary -10, Fam108B inh -11, PAFAH1B2 FP inh -3, MCL1 BIM primary -23, Bcl-xL primary -7, MEX-5 binding 2.8 and GLD-1 RNA inh -2.
`CC(=O)Nc1ccc(S(=O)(=O)N(C)c2ccc(OCC(=O)OCC(=O)N3CCCCC3)cc2)cc1` gave pPAFAH FP inh 7, AHR activator 8, PME-1 primary 0, Fam108B inh 5, PAFAH1B2 FP inh 4, MCL1 BIM primary -6, Bcl-xL primary -2, MEX-5 binding 1.8 and GLD-1 RNA inh -2.
`Cc1ccc(-n2c(SCC(=O)NC3CCS(=O)(=O)C3)nc3ccccc3c2=O)cc1` (configuration not stated) gave pPAFAH FP inh 1, AHR activator 1, PME-1 primary -2, Fam108B inh 7, PAFAH1B2 FP inh 5, MCL1 BIM primary -3, Bcl-xL primary 6, MEX-5 binding 1.8 and GLD-1 RNA inh 1.
For CCN1CCN(c2c(Cl)cccc2NC(=O)c2ccc([N+](=O)[O-])cc2)CC1 the results were pPAFAH FP inh 2, AHR activator 3, PME-1 primary 6, Fam108B inh -1, PAFAH1B2 FP inh 6, MCL1 BIM primary -2, Bcl-xL primary 0, MEX-5 binding 3.1 and GLD-1 RNA inh 6.
For COC(=O)C1CCN(C(=O)C2CCN(C(=O)[C@@H](NS(=O)(=O)c3ccc(C)cc3)C(C)C)CC2)CC1 the results were pPAFAH FP inh 6, AHR activator 0, PME-1 primary 2, Fam108B inh 2, PAFAH1B2 FP inh 1, MCL1 BIM primary 4, Bcl-xL primary 5, MEX-5 binding -2.1 and GLD-1 RNA inh 5.
For CC(=O)c1ccc(N(C(=O)c2ccco2)C(C(=O)NC2CCCC2)c2ccc(N3CCOCC3)cc2)cc1 (configuration not stated) the results were pPAFAH FP inh 3, AHR activator 1, PME-1 primary 1, Fam108B inh -3, PAFAH1B2 FP inh -5, MCL1 BIM primary 7, Bcl-xL primary 5, MEX-5 binding 0.5 and GLD-1 RNA inh -3.
`Cc1cccnc1Sc1c([N+](=O)[O-])ncn1C` gave pPAFAH FP inh 2, AHR activator -3, PME-1 primary 4, Fam108B inh 0, PAFAH1B2 FP inh 4, MCL1 BIM primary -1, Bcl-xL primary 9, MEX-5 binding 1.5 and GLD-1 RNA inh 1.
`Cc1c(C)c2cc(Cl)c(OCC(=O)N3CCN(c4ccc(F)cc4)CC3)cc2oc1=O` gave pPAFAH FP inh 3, AHR activator 1, PME-1 primary -1, Fam108B inh 1, PAFAH1B2 FP inh 0, MCL1 BIM primary 2, Bcl-xL primary 0, MEX-5 binding 3.1 and GLD-1 RNA inh 3.
COc1ccc(N2C(=O)[C@@H]3[C@H](C2=O)[C@H]2c4ccccc4C=CN2[C@@H]3C(=O)Nc2ccccc2)cc1 was read as pPAFAH FP inh 4, AHR activator 56*, PME-1 primary 13, Fam108B inh 25*, PAFAH1B2 FP inh 9, MCL1 BIM primary -50, Bcl-xL primary -33 and GLD-1 RNA inh -12.
CCOC(=O)c1c(NC(=O)CC)sc2c1CCN(Cc1ccccc1)C2 was read as pPAFAH FP inh -4, AHR activator 15, PME-1 primary -5, Fam108B inh 3, PAFAH1B2 FP inh 6, MCL1 BIM primary 0, Bcl-xL primary -2, MEX-5 binding 1.2 and GLD-1 RNA inh 0.
Screening Cc1cc(C)cc(C(=O)Nc2ccc3[nH]c(=O)[nH]c3c2)c1 returned pPAFAH FP inh -1, AHR activator 6, PME-1 primary 3, Fam108B inh -2, PAFAH1B2 FP inh 5, MCL1 BIM primary -4, Bcl-xL primary 2, MEX-5 binding -0.9 and GLD-1 RNA inh 0.
For COC(=O)c1c(NC(=O)CN2CCC3(O)CCCCC3C2c2ccc(OC)cc2OC)sc(C)c1C (configuration not stated) the results were pPAFAH FP inh 7, AHR activator 19, PME-1 primary 6, Fam108B inh 1, PAFAH1B2 FP inh -2, MCL1 BIM primary 3, Bcl-xL primary 13, MEX-5 binding 3.1 and GLD-1 RNA inh 10.
O=c1c([N+](=O)[O-])c(NCCN2CCCCCC2)c2ccccc2n1-c1ccccc1 was read as pPAFAH FP inh 4, AHR activator -1, PME-1 primary 0, Fam108B inh 0, PAFAH1B2 FP inh 4, MCL1 BIM primary -2, Bcl-xL primary 3, MEX-5 binding -2.1 and GLD-1 RNA inh 1.
Screening COc1ccc(N2C(=O)C(CN3CCCCC3)C2c2ccccc2)cc1 (configuration not stated) returned pPAFAH FP inh -2, AHR activator 1, PME-1 primary 9, Fam108B inh 4, PAFAH1B2 FP inh 3, MCL1 BIM primary -3, Bcl-xL primary 2, MEX-5 binding -0.7 and GLD-1 RNA inh 0.
Screening O=C(c1cc(C2CC2)nn1-c1ccccc1)N1CCN(Cc2c(F)cccc2Cl)CC1 returned pPAFAH FP inh 5, AHR activator 1, PME-1 primary -4, PAFAH1B2 FP inh 0, MCL1 BIM primary 1, Bcl-xL primary 5 and GLD-1 RNA inh 5.
For COc1ccc(C2c3sc(=O)[nH]c3SC3C(=O)N(c4ccccc4)C(=O)C32)cc1 (configuration not stated) the results were pPAFAH FP inh 3, AHR activator 0, PME-1 primary 3, Fam108B inh 3, PAFAH1B2 FP inh 10, MCL1 BIM primary 14, Bcl-xL primary 5, MEX-5 binding -3.3 and GLD-1 RNA inh -6.
`COC(=O)c1cc(NS(=O)(=O)c2ccc3c(c2)CCC(=O)N3)cc(C(=O)OC)c1` gave pPAFAH FP inh 7, AHR activator 2, PME-1 primary -6, Fam108B inh 0, PAFAH1B2 FP inh 2, MCL1 BIM primary 0, Bcl-xL primary 5, MEX-5 binding 0.1 and GLD-1 RNA inh -2.
For O=C(NCc1ccc(Cl)cc1)c1cc(S(=O)(=O)N2CCCCC2)c[nH]1 the results were pPAFAH FP inh -6, AHR activator 4, PME-1 primary -3, Fam108B inh -9, PAFAH1B2 FP inh 8, MCL1 BIM primary 0, Bcl-xL primary 2, MEX-5 binding -0.9 and GLD-1 RNA inh -2.
CC1(C)Cc2c(c(N3CCOCC3)nc3sc4c(NN)ncnc4c23)CS1 was read as pPAFAH FP inh 4, AHR activator 3, PME-1 primary 0, Fam108B inh 3, PAFAH1B2 FP inh -2, MCL1 BIM primary 4, Bcl-xL primary -2, MEX-5 binding -0.2 and GLD-1 RNA inh 6.
COc1ccc(Cl)cc1-c1nc(N)nc(N(C)C)n1 was read as pPAFAH FP inh -1, AHR activator 6, PME-1 primary -2, Fam108B inh -2, PAFAH1B2 FP inh -2, MCL1 BIM primary 3, Bcl-xL primary -3, MEX-5 binding -0.3 and GLD-1 RNA inh 5.
For O=C(NCCS(=O)(=O)N1CCN(c2ccccc2)CC1)c1ccc(Br)o1 the results were pPAFAH FP inh -1, AHR activator -1, PME-1 primary 4, Fam108B inh 7, PAFAH1B2 FP inh 0, MCL1 BIM primary -3, Bcl-xL primary 3, MEX-5 binding -2.0 and GLD-1 RNA inh 2.
`CCOC(=O)c1sc2nc(C3CC3)cc(-c3ccc(F)cc3)c2c1N` gave pPAFAH FP inh 5, AHR activator -2, PME-1 primary -3, Fam108B inh 3, PAFAH1B2 FP inh 1, MCL1 BIM primary 2, Bcl-xL primary -1, MEX-5 binding -3.8 and GLD-1 RNA inh 3.
`C=C1CCN(C(C(=O)OC)C(C)C)S(=O)(=O)c2ccccc21` (configuration not stated) gave pPAFAH FP inh 0, AHR activator 3, PME-1 primary 5, Fam108B inh 0, PAFAH1B2 FP inh 6, MCL1 BIM primary 1, Bcl-xL primary -2, MEX-5 binding 3.3 and GLD-1 RNA inh 0.
`C[C@H](CO)N1C[C@H](C)[C@H](CN(C)S(C)(=O)=O)Oc2c(cccc2N(C)C)C1=O` gave pPAFAH FP inh 2, AHR activator -1, PAFAH1B2 FP inh 2 and GLD-1 RNA inh 6.
Screening C=CCC[C@H](Cc1ccc(F)cc1)C(=O)OC[C@@H](C)NC(=O)[C@@H](CC=C)CC(=O)N[C@H](CO)Cc1ccccc1 returned pPAFAH FP inh -5, AHR activator -2, PAFAH1B2 FP inh -4 and GLD-1 RNA inh 3.
For Cc1cc(C(=O)CCl)c(C)n1CCc1ccccc1 the results were pPAFAH FP inh 54*, AHR activator 61*, PME-1 primary -2, Fam108B inh -1, MCL1 BIM primary 1, Bcl-xL primary 3, MEX-5 binding 1.7 and GLD-1 RNA inh -3.
`O=C(CCNC(=O)c1ccc(Br)cc1)NCc1ccncc1` gave pPAFAH FP inh -3, AHR activator 1, PME-1 primary -6, Fam108B inh 1, PAFAH1B2 FP inh -3, MCL1 BIM primary -2, Bcl-xL primary -2, MEX-5 binding -1.2 and GLD-1 RNA inh 2.
`O=C(NCc1n[nH]c(=S)n1-c1ccccc1)c1cccs1` gave pPAFAH FP inh -1, AHR activator -1, PME-1 primary -3, Fam108B inh 4, PAFAH1B2 FP inh 3, MCL1 BIM primary 3, Bcl-xL primary -4, MEX-5 binding -0.6 and GLD-1 RNA inh -3.
For CC1CCCN(Cc2nc(Cc3ccccc3Cl)no2)C1 (configuration not stated) the results were pPAFAH FP inh 4, AHR activator 5, PME-1 primary 0, Fam108B inh -1, PAFAH1B2 FP inh 7, MCL1 BIM primary 5, Bcl-xL primary 4, MEX-5 binding -0.4 and GLD-1 RNA inh 1.

These rows are one share of the data; count on the stated rates, not on these rows.
